SMARCA2 activ: SMARCA2 (BRM) function activators, primary screen, cell-based, luminescence, high throughput; MG213 cells, MMTV-luciferase reporter, dexamethasone, overnight; activation, % at 9.1 µM; 1% of 370,000 active; in the data active = activation above about 7.8%;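 note: 0% = vehicle wells and 100% = reference activator wells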
NPR1 activator: GC-A stimulated cGMP production enhancers – HEK293 GC-A cells, cGMP TR-FRET, EC30 ANP, primary screen; 0.14% of 370,000 active; 0% at EC30 ANP, 100% saturating ANP; Atrial natriuretic peptide receptor 1 (Homo sapiens), P16066; activation, % at 10 µM; in the data active = activation above about 40%
hgDAF12 agonist: H. glycines DAF-12 receptor agonists, primary screen, cell-based, luminescence, HEK293, GAL4 fusion, UAS-luciferase; Nuclear hormone receptor DAF-12 (Heterodera glycines), GAL4 fusion; HEK293 GAL4-hgDAF12 UAS-luciferase reporter, agonist luminescence; normalized to butyrate control; activation, % at 6.8 µM; 1.8% of 370,000 active;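 active = activation above a cutoff set at the mean of all screened compounds plus 3 SD, cut at about 10% in these data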;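 note: 0% = DMSO wells and 100% = sodium butyrate wells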
ADAM17 inh: ADAM17 inhibitors, primary screen, biochemical, QFRET. inhibition, % at 6.95 µM. Disintegrin and metalloproteinase domain-containing protein 17 (Homo sapiens), P78536. recombinant ADAM17, EDANS/DABCYL FRET peptide cleavage. 0.83% of 370,000 active;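 active = inhibition above the mean of compounds lying between control limits plus 3 SD, set per campaign, cut at about 8.5% in these data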;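 note: 0% = DMSO-only wells as the low control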
FXN GAA850 act: FXN promoter activators, primary screen, cell-based, luciferase luminescence, HEK293 lucGAA850 | HEK293 lucGAA850 FXN promoter luciferase reporter, 24 h; percent of 10 µM SAHA response | activation, % at 6 µM | 0.56% of 360,000 active;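 active = activation above the average of all compounds screened plus 3 SD, cutoff fixed separately per campaign, cut at about 7.5% in these data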;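 note: 0% = DMSO wells and 100% = 10 µM SAHA wells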
DAX1 inh-1: DAX1 (NR0B1) inhibitors, primary screen, cell-based, HEK293, Gal4-DAX1, luciferase luminescence | Nuclear receptor subfamily 0 group B member 1 (Homo sapiens), P51843 | inhibition, % at 6.75 µM | 0.99% of 340,000 active | AID 504766, 2011 | HEK293 Gal4-DAX1 luciferase reporter;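 active = inhibition above the mean over all tested compounds plus 3 SD, cut at about 4.2% in these data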;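 note: 0% = DAX1-transfected cells with DMSO and 100% = empty-vector control cells with DMSO; inhibition shows as a rise in luminescence from relieved DAX1 repression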
Target sequence (P51843 207-470 limits assumed): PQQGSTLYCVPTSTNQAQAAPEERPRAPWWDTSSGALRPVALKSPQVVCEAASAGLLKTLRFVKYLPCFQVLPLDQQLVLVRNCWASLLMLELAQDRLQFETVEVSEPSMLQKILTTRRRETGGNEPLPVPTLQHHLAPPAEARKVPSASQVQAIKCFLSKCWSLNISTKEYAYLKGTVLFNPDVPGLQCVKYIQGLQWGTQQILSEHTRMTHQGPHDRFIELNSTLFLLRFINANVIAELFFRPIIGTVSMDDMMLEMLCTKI
PG9 binder: binders of HIV-1 gp120 antibody PG9, primary screen, biochemical, TR-FRET. HIV-1 gp120 / PG9 antibody interaction. TR-FRET gp120-PG9 antibody binding. inhibition, % at 6.7 µM. 0.43% of 360,000 active. AID 624416, 2012; in the data active = inhibition above about 8.5%
ssDAF-12 act: S. stercoralis DAF-12 nuclear receptor activators, primary screen, cell-based, luminescence, HEK293, GRIP1 co-expression, lit1-tk-luc. 1% of 370,000 active. HEK293 ssDAF-12/GRIP1 lit1-tk-luc reporter; % of 3 µM dafachronic acid response. activation, % at 6.8 µM. Nuclear hormone receptor DAF-12 (Strongyloides stercoralis);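 active = activation above the mean over all tested compounds plus 3 SD, cut at about 0.9% in these data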;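 note: 0% = DMSO-only wells and 100% = 3 µM delta7-dafachronic acid wells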
DAX1 inh-2: DAX1 (NR0B1) inhibitors on StAR promoter, primary screen, cell-based, luminescence, SF-1 (NR5A1), full-length DAX-1. HEK293T StAR-luciferase reporter, SF-1/DAX-1 repression relief. inhibition, % at 6.8 µM. 1.1% of 370,000 active. AID 652010, 2013;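 active = inhibition above the mean over all tested compounds plus 3 SD, cut at about 3.6% in these data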;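 note: 0% = DAX-1 cells with DMSO and 100% = cells lacking DAX-1 with DMSO; higher inhibition means more luminescence from relief of DAX-1 repression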
hcDAF12 agonist: H. contortus DAF-12 nuclear receptor activators, primary screen, cell-based, luminescence, HEK293, lit1-tk-luc reporter; HEK293 hcDAF-12 lit1-tk-luc reporter; 0% DMSO, 100% Δ7-dafachronic acid; activation, % at 6.8 µM; 1.4% of 370,000 active;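 active = activation above the mean of all tested compounds plus 3 SD, cut at about 5.5% in these data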;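 note: 100% = response to 3 µM Δ7-dafachronic acid high control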
ADAM10 inh: human ADAM10 inhibitors, primary screen, biochemical, QFRET, HTS; 0.62% of 370,000 active; Disintegrin and metalloproteinase domain-containing protein 10 (Homo sapiens), O14672; recombinant ADAM10, EDANS/DABCYL FRET peptide cleavage, 3 h; inhibition, % at 7 µM;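 active = inhibition above a per-campaign cutoff equal to the mean of compounds falling between control-based bounds plus 3 SD, cut at about 20% in these data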;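 note: 0% = DMSO wells while the 100% control is not disclosed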
Target sequence (O14672 214-748 limits assumed): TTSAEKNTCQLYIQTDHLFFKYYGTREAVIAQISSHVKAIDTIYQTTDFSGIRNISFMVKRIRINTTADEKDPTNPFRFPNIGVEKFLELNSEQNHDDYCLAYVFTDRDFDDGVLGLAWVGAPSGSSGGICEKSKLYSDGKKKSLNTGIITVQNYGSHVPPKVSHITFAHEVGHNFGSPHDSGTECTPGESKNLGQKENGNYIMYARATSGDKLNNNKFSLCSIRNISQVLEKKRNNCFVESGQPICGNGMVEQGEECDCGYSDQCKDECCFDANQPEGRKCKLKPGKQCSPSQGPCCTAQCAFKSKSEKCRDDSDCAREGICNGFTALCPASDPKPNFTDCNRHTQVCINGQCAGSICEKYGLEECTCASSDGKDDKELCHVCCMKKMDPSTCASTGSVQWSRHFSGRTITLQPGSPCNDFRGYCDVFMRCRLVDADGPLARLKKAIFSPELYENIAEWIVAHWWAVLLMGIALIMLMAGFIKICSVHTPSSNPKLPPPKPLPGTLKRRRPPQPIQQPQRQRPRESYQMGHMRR
The depositor's hits bear a star; nt = no result given.

SMILES	SMARCA2 activ	NPR1 activator	hgDAF12 agonist	ADAM17 inh	FXN GAA850 act	DAX1 inh-1	PG9 binder	ssDAF-12 act	DAX1 inh-2	hcDAF12 agonist	ADAM10 inh
O=C(O)c1ccc(CSCc2ccco2)cc1	-1	9	-1.1	-8	-1.0	2.6	-2.5	-1.4	1.1	1.8	-14
Cc1ccc(CN2CCN(CC(=O)NCc3ccc(Cl)cc3)C2=O)cc1	1	2	0.6	-5	1.2	0.8	2.2	-1.1	-0.8	0.6	9
CC(C1CC1)N(C(=O)c1ccccc1O)c1ccccc1 (stereo not given)	-3	0	-0.1	-3	0.6	0.2	-1.0	-1.4	-0.6	-1.1	4
C[C@H]1CN([C@@H](C)CO)C(=O)c2cc(Br)cnc2O[C@H]1CN(C)C(=O)c1cnccn1	4	-2	3.3	-3	0.1	0.8	-1.0	-1.1	-0.5	-1.7	-5
Cc1ccsc1C=Nc1c(C)n(C)n(-c2ccccc2)c1=O	-1	22	-2.8	-3	2.3	1.1	-1.3	-1.3	-0.7	-1.4	-6
COc1cc(C2/C(=C(\O)c3ccc4c(c3)CC(C)O4)C(=O)C(=O)N2CC2CCCO2)cc(OC)c1OC (stereo not given)	5	2	0.8	-1	0.3	0.5	-1.7	0.1	-0.8	-0.1	-2
Cc1ccc(CS(=O)(=O)Cc2ccc(C(=O)NC3CCCCCC3)o2)cc1	2	0	2.9	-1	1.5	-0.6	-0.7	-1.6	-0.7	-1.7	-2
NS(=O)(=O)Oc1ccccc1	1	0	-0.6	-3	-0.1	0.1	-0.5	-1.1	0.2	0.3	6
CC1CCCC(NC(=O)COC(=O)CCC2CCCC2)C1C (stereo not given)	-2	-1	1.2	-1	-1.0	0.2	-1.7	-1.0	-0.5	-1.8	1
CCOC(=O)c1c(N2C(=O)Nc3ccccc3N2O)n[nH]c1-c1cccc(OC)c1	-1	0	-0.5	-2	2.1	-0.3	-3.3	-1.7	-0.1	-0.9	3
CN(c1ccccc1C(=O)Nc1cccc([N+](=O)[O-])c1)S(C)(=O)=O	-4	1	0.7	2	2.4	0.1	-0.9	-1.4	0.2	-2.5	1
CN1CCN(c2ccc(C(F)(F)F)cc2NC(=O)c2ccco2)CC1	-1	6	-1.9	-2	3.4	0.6	-2.3	-0.8	-0.5	0.1	1
c1csc(CNc2ccc3c(c2)OCCO3)c1	-8	-2	-13	-12	-11	-2.9	-3.3	-2.7	-2.6	-4.1	-38
CCOP(C)(=O)C1(C(=O)OCc2ccccc2)CC1 (stereo not given)	0	3	0.0	-6	1.6	-0.5	-0.5	-0.9	0.7	-0.8	-1
CCCCNC(=O)C1C(c2ccc(OC)cc2)=Nc2ccccc2N1C(=O)c1ccncc1 (stereo not given)	3	-6	2.1	-1	nt	nt	-2.0	-0.1	-0.8	1.5	-4
CN(C)C(CNC(=O)CCCc1c[nH]c2ccccc12)c1ccco1 (stereo not given)	2	0	1.1	-1	2.6	5.8*	2.2	-1.8	0.1	-2.2	-5
Cc1ccc(NC(=S)Nc2ccc(F)cc2)c(C)c1	-2	-2	2.7	0	0.2	-1.0	-1.2	-1.3	-0.2	0.3	21*
CCOC(=O)c1c(/N=C/c2ccc(OC)cc2O)sc2c1CCN(C)C2	-5	7	-1.7	-7	1.6	0.2	-1.1	-2.0	-0.8	-2.5	-14
COc1ccc(NC(=O)CN2CCCCC2)cc1S(=O)(=O)N1CCCCC1	-1	1	-4.1	-4	1.1	0.1	-0.6	-1.4	-0.1	-1.0	-3
COc1cccc(CN2CCN(C(=O)[C@H]3O[C@@H](n4cnc5c(N)ncnc54)[C@H](O)[C@@H]3O)CC2=O)c1	-1	10	-0.1	-7	nt	nt	-1.8	-0.2	0.7	-0.1	-10
O=C1Nc2ccccc2/C1=C/C(=O)c1cccs1	2	13	1.2	2	-0.3	-1.3	-1.8	-1.1	-1.6	2.6	-3
COc1ccc(S(=O)(=O)N2C[C@H]3CON(C)[C@H]3C[C@H]2c2cccc(Br)c2)cc1	-3	-2	0.0	-4	-0.6	-1.7	-0.4	-0.3	-1.8	1.8	-5
COc1ccc(C(=O)NCc2nnc(SCC(=O)Nc3ccc4c(c3)OCO4)o2)cc1	-4	21	0.9	0	0.9	-0.3	-1.7	-1.4	0.6	-0.5	-1
CCCCCn1c(SCC2CCCO2)nc2cc(C(=O)N3CCC(C(N)=O)CC3)ccc2c1=O (stereo not given)	-6	12	-5.0	6	-1.9	-1.6	-0.8	-1.7	-1.7	-2.5	4
COc1ccc2cc(C=NS(=O)(=O)c3ccc(C)cc3)n(C)c2c1	0	2	0.6	-2	-0.6	-0.7	-0.5	-1.5	0.6	-2.9	-3

Random excerpt: 2 compounds from above
SMILES	SMARCA2 activ	NPR1 activator	hgDAF12 agonist	ADAM17 inh	FXN GAA850 act	DAX1 inh-1	PG9 binder	ssDAF-12 act	DAX1 inh-2	hcDAF12 agonist	ADAM10 inh
CCOC(=O)c1c(/N=C/c2ccc(OC)cc2O)sc2c1CCN(C)C2	-5	7	-1.7	-7	1.6	0.2	-1.1	-2.0	-0.8	-2.5	-14
NS(=O)(=O)Oc1ccccc1	1	0	-0.6	-3	-0.1	0.1	-0.5	-1.1	0.2	0.3	6

Following part:
SMILES	SMARCA2 activ	NPR1 activator	hgDAF12 agonist	ADAM17 inh	FXN GAA850 act	DAX1 inh-1	PG9 binder	ssDAF-12 act	DAX1 inh-2	hcDAF12 agonist	ADAM10 inh
CCCN(C)C[C@H]1OCc2cnnn2CCCC(=O)N([C@H](C)CO)C[C@@H]1C	-2	-4	-2.0	-5	nt	nt	0.8	-1.6	-0.6	-2.5	-10
CCC(C)Sc1ccc([C@H]2N[C@@](Cc3ccccc3)(C(=O)OC)[C@H]3C(=O)N(CC)C(=O)[C@@H]23)cc1 (stereo not given in full)	-1	0	-1.0	-5	-8.1	-0.4	1.2	-1.6	-0.9	-0.5	-1
CSc1sccc1/C=N/NC(=O)c1ccncc1	0	-5	-2.4	-7	3.9	-0.5	0.5	-1.4	1.0	-0.1	7
O=C(COc1cccc2ccccc12)NNC(=O)CSCCO	-3	0	0.6	0	-2.4	-0.8	0.0	0.5	0.2	-0.9	2
COc1ccc([C@@H]2CC(=O)[C@@H]3CN(S(=O)(=O)c4ccc(C)cc4)[C@H](c4ccccc4)C[C@@H]3N2S(=O)(=O)c2ccccc2)cc1	-2	2	-0.3	-3	nt	nt	-1.4	-0.9	1.1	-0.9	-9
CN(CC(=O)Nc1ccc(F)cc1)C(=O)C1CCCC1	-2	0	3.4	-4	2.0	0.6	0.9	-1.2	0.5	-0.6	-9
COc1cc(/C=C/C(=O)OCC(=O)Nc2cc(C)c(C)cc2[N+](=O)[O-])ccc1O	-4	-2	1.2	-3	0.5	0.4	-1.6	-1.4	-0.3	-0.7	-4
Cc1ccc(N(CC(=O)NCc2ccccc2)C(=O)CCC(=O)Nc2ccccn2)c(C)c1	1	-4	0.4	0	-0.4	0.5	2.1	-0.7	-0.2	-0.5	8
O=[N+]([O-])c1ccccc1/C=N/Nc1nccnc1Cl	4	-11	6.4	-3	0.1	1.1	0.3	-0.5	0.6	0.9	1
CC1(C)NC(=O)N(Cc2cc(=O)n3ccsc3n2)C1=O	-1	3	-2.1	-5	2.2	1.3	1.6	-0.9	0.0	1.9	-8
O=C(c1cccs1)C1CCN(c2ncnc3sccc23)CC1	nt	-7	-10	1	nt	nt	nt	-2.9	nt	-5.6	4
CCOc1c(Cl)cc(CNCC(O)c2ccccc2)cc1OC (stereo not given)	3	3	-1.8	2	4.0	2.4	-1.3	-1.5	-0.9	-2.1	3
O=C(COc1ccc2ccc(=O)oc2c1)NC1CCN(Cc2ccccc2)CC1	0	-3	3.5	-64	0.2	0.0	-2.0	-0.9	0.0	-1.7	-161
CCc1ccc(Nc2nc(N)nc(CSc3nc4ccccc4s3)n2)cc1	-5	-1	2.6	1	-0.4	1.0	-1.3	-0.2	0.6	0.0	-6
Cc1ccc(C(=O)/C=C/N(C)C)cn1	1	1	-0.8	-1	4.8	6.8*	-0.6	-1.1	1.9	-1.9	-7
COc1ccc(-c2csc3ncnc(N4CCN(Cc5ccccc5)CC4)c23)cc1	-1	-6	-0.7	-3	3.7	1.6	-0.4	-1.3	0.3	-2.1	1
Cn1cnnc1Sc1nc2c(c(=O)n(C)c(=O)n2C)n1Cc1ccccc1Cl	0	3	-1.9	-3	0.7	-1.1	-0.9	-1.1	-0.8	1.4	-3
O=C1C2C3C=CC(CNS(=O)(=O)c4ccccc4[N+](=O)[O-])(O3)C2C(=O)N1c1ccccc1 (stereo not given)	0	2	-1.0	-2	1.4	0.3	1.0	-0.8	0.0	-1.2	-1
O=S(=O)(NC1CCCCC1Nc1ccc(Cl)cc1)c1ccccc1 (stereo not given)	-4	-3	-2.0	3	2.6	-1.2	-0.5	-1.7	0.0	0.3	8
CCOc1ccccc1NC(=S)N1CCC(NC(=O)NC23CC4CC(CC(C4)C2)C3)CC1	-2	4	0.7	-3	-0.8	0.9	-1.1	-1.8	-0.1	-1.3	-1
N#C/C(=C\c1cccnc1)C(=O)Nc1cccc2ccccc12	-6	8	2.5	-2	2.8	1.3	-3.9	0.3	0.4	3.4	0
N#Cc1nc(COc2cccc(Cl)c2)oc1NCCN1CCOCC1	-1	5	-0.8	-2	0.5	0.1	-1.1	-1.4	0.0	1.1	-14
CN(C)c1cc(-c2cccc(C(F)(F)F)c2)oc(=O)c1Cl	-3	2	3.1	-5	-0.5	2.3	1.1	-1.6	-0.5	1.6	-4
C/[N+]([O-])=C1\Cc2ccccc2C1=O	-1	0	-0.2	1	-0.5	0.1	-1.7	0.2	-0.3	1.3	14
Cc1ccc(/C=N/NC(=O)c2cccc(S(=O)(=O)Nc3ccccc3Cl)c2)o1	-2	3	-2.4	-4	2.8	-1.2	1.0	-1.4	0.5	-0.9	3
CN(C)c1ccc(C(=O)N=c2sccn2C)cc1[N+](=O)[O-]	1	0	3.0	0	3.8	0.8	-2.4	-0.7	0.7	-1.9	1
COc1ccc(C=NNc2ccc([N+](=O)[O-])cc2S(=O)(=O)Nc2ccccc2C(=O)O)cc1OC	1	6	3.4	-2	3.8	0.8	-1.1	-0.4	1.1	-0.9	-3
COc1ccc(Nc2nc3cc(C)ccc3cc2C#N)c(OC)c1	1	-14	2.5	0	-4.4	-1.4	-0.5	0.3	0.7	1.3	-1
COc1ccccc1NS(=O)(=O)NC(=O)c1c(C)[nH]c2ccccc12	0	-1	4.1	3	-1.8	0.5	-2.3	-0.3	2.0	3.6	-3

Source: PubChem BioAssay (several laboratories)
